Source: PubChem (National Center for Advancing Translational Sciences (NCATS))
ERK EGF inh: EGF-driven ERK pathway inhibition; AID 1454; HEK293-V1b, EGF-stimulated phospho-ERK AlphaScreen; 130,000 tested, 0.41% active; Potency, µM (top dose mostly 11.5 µM), without a hit: at the top dose activity change, negative = inhibition, most hits filed as inhibitors; active = well fitted inhibition curve with a large enough effect; inconclusive = small, poorly fitted or top-dose-only effect, or effect the other way;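 note: plate controls were stimulated vehicle wells for no effect and unstimulated vehicle basal for full effect; nearly all actives have a fitted effect of over 55% in size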
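Compounds are titrated over HEK293-V1b cells kept overnight in 1% FBS. After 30 min at 37C, EGF (25 nM final) triggers ERK phosphorylation for 5 min, measured by AlphaScreen in lysates.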
The depositor's hits bear a star; ? = inconclusive; [ ] = dose if it differs, or a comment. Potency is the fitted concentration of half-maximal effect. An excerpt (hit frequency here may not be typical).

| molecule | ERK EGF inh |
| --- | --- |
| COc1cc2c(cc1OC)-c1c(OC)c(OC)cc3ccnc(c13)C2=O | ? |
| O=C(NC(=S)N1CCN(c2ccccn2)CC1)c1ccccc1 | -4.2% |
| COc1c(OC)c2occc2c2oc(=O)ccc12 | 7.8% |
| O=C(CCc1ccccc1)Nc1ccccc1C(=O)N1CCOCC1 | -6.2% |
| CC(C)CC(=O)Nc1ccc(Nc2ccccc2)cc1 | 2.8% |
| NC(=S)NC1CCS(=O)(=O)C1 (stereo unspecified) | -5.8% |
| Cc1c(-c2ccncc2)oc2ccc(Br)cc2c1=O | -10.4% |
| Cc1cc(NC(=O)CN2C(=O)CCSc3ccccc32)no1 | 9.4% |
| O=C(O)CSCC(=O)Nc1ccc(C(F)(F)F)cc1 | -4.1% |
| O=C(Nc1cccc(C(F)(F)F)c1)n1cc(-c2ccccn2)c(N2CCOCC2)n1 | 38.1% |

In another format: results already given
ERK EGF inh	Structure
9.4%	Cc1cc(NC(=O)CN2C(=O)CCSc3ccccc32)no1
38.1%	O=C(Nc1cccc(C(F)(F)F)c1)n1cc(-c2ccccn2)c(N2CCOCC2)n1
-5.8%	NC(=S)NC1CCS(=O)(=O)C1 (stereo unspecified)
2.8%	CC(C)CC(=O)Nc1ccc(Nc2ccccc2)cc1

Continuation.
| molecule | ERK EGF inh |
| --- | --- |
| C[C@@H](C[N+](C)(C)C)OC(N)=O | 8.2%[25.7 µM] |
| O=S(=O)(c1ccccc1)N1CCC(N2CCCCCC2)CC1 | 0.6% |
| NC(=S)N/N=C/c1cccc(Br)c1 | -7.5% |
| O=C(CSc1n[nH]c(=O)[nH]c1=O)N1CCCCCC1 | 4.6%[57.5 µM] |
| CC(C)c1cc(-c2cc(-c3ccc(Cl)cc3)on2)nc(NC2CCCC2)n1 | 2.7%[57.5 µM] |
| CC(=O)N1CCN(c2ncnc3sc(-c4ccccc4)cc23)CC1 | 3.7% |
| CC(C)Cc1ccc(/C=C/C(=O)N2CCOCC2)cc1 | -3.0% |
| Nc1cc(N)nc(SCc2cc([N+](=O)[O-])cc3c2OCOC3)n1 | 26.7%[57.5 µM] |
| Cc1cc(C)n(CC(=O)N/N=C/c2ccccn2)n1 | 6.3% |
| CCn1c(=O)c(=O)n(CC)c2cc(S(=O)(=O)Nc3ccc(C)cc3)ccc21 | -3.9%[57.5 µM] |
| COC(=O)C1(Cc2ccccc2)C2c3cc(C(=O)N4CCCC4)n(Cc4ccc(OC(F)(F)F)cc4)c3CC2CN1C(=O)c1ccccc1 (stereo unspecified) | -2.7% |
| Cc1sc(NC(=O)Cc2ccc3c(c2)OCO3)nc1-c1ccc2c(c1)CCN2C(=O)c1cccc(F)c1 | -4.2% |
| CC(=O)OC1CC2C(C)(C)C(O)CCC2(C)C2CC[C@]3(C)C(=CC(=O)OC3c3ccoc3)C12C (stereo partly specified) | -2.7% |
| CCc1ccc(S(=O)(=O)NCCc2cn3ccc(C)cc3n2)s1 | -4.9% |
| O=C1CN(C(=O)CNCc2ccccc2)c2ccccc2N1 | -0.7%[57.5 µM] |
| COC(=O)CN(c1cc(Cl)ccc1OC)S(=O)(=O)c1ccc(OC)c(OC)c1 | 2.7% |
| CCn1nc(C)c(/C=N\NC(=O)c2cccc(OC)c2)c1C | 6.2% |
| O=C(CC(Nc1ccc(Cl)cc1Cl)C(=O)O)c1ccccc1 (stereo unspecified) | -18.4%[57.5 µM] |
| COc1ccc(CSc2nc3ccccc3c(=O)n2CCCN2CCOCC2)cc1F | -0.7% |
| CCOP(=O)(OCC)/C(C#N)=C/c1ccc([N+](=O)[O-])cc1 | -9.0%[57.5 µM] |
| COC(=O)C1=C2SCC(=O)N2C(N)=C(C#N)C1 | -8.4%[57.5 µM] |
| CC(=O)c1c(C)[nH]c(C(=O)Nc2nc(-c3ccc(-c4ccccc4)cc3)cs2)c1C | -2.2% |
| O=C(CCCCn1c(=O)[nH]c2ccccc2c1=O)N1CCN(c2ncccn2)CC1 | 2.3% |
| COc1cc2c(cc1OC)CN(C1CC(=O)N(c3c(C)cccc3C)C1=O)CC2 (stereo unspecified) | 4.8% |
| CCOC(=O)/C(C#N)=C/Nc1ccccc1OC(F)(F)F | 1.0%[57.5 µM] |
| N#Cc1c(Cn2cncn2)nc(=O)n(-c2ccc(Cl)cc2)c1N | -2.7% |
| COc1ccc(C(=O)/C=C/c2ccc(N(C)C)cc2)c(OC)c1 | ? |
| COc1ccc(CC(=O)Nc2ccc(C(=O)Nc3nccs3)cc2)cc1OC | -2.7% |
| CC(=O)c1ccc(Nc2cc(C)nc3c(C)cc(C)cc23)cc1 | 1.1% |
| COC(=O)C1C(O)=C(C(C)=Nc2cccc3ccccc23)C(=O)CC1(C)C (stereo unspecified) | -1.0%[57.5 µM] |
| C(=N\Nc1nc(N2CCCCC2)nc(N2CCCCC2)n1)/c1c[nH]c2ccccc12 | -7.1% |
| O=C(O)c1ccc(COc2ccc3ccccc3c2/C=C2/NC(=O)N(Cc3ccc(F)cc3)C2=O)cc1 | 35.5µM* |
| O=C(CN1CCCc2ccccc21)N/N=C/c1ccccc1O | -10.3% |
| CC(C)C(=O)Nc1ccccc1C(=O)OCC(=O)c1ccc2c(c1)OCCO2 | 2.3% |
| OCCC1CN(Cc2nc3c(s2)CCCC3)CCN1Cc1ccsc1 (stereo unspecified) | -2.9% |
| CC(C)(O)C(=O)N=Nc1c(O)[nH]c2ccccc12 | 6.0% |
| Fc1ccc(-c2cnn3c(-c4cccs4)ccnc23)cc1 | 1.5% |
| CCOC(=O)N1CCN(Cc2nc3c(c(=O)n(C)c(=O)n3C)n2Cc2ccc(F)cc2)CC1 | 1.1% |
| O=C(C1CCCCC1)N(CCN1CCCC1)c1nc2ccccc2s1 | ? |
| COc1cc(C=O)ccc1OCc1ccccc1Br | 5.7% |
| COc1cc(OC)c2ccc(=O)oc2c1C(CCN1CCCC(C)C1)c1ccc2c(c1)OCO2 (stereo unspecified) | -13.4%[57.5 µM] |
| Fc1ccc(Nc2nnc(C(F)(F)F)s2)cc1 | 4.7%[57.5 µM] |
| FC(F)(F)c1cnc(-c2cnc(-c3ccccn3)nc2)c(Cl)c1 | ? |
| CN(C)c1ccc(/C=N/OC(=O)Nc2ccccc2Cl)cc1 | -6.0%[57.5 µM] |
| CCNC(=O)C(=O)NCC1OCCCN1S(=O)(=O)c1cccs1 (stereo unspecified) | -3.9% |
| CCC(=O)NC(Nc1sc2c(c1C(=O)OC)CCN(C)C2)(C(F)(F)F)C(F)(F)F | -4.7% |
| Cc1ccccc1N=C/C=C1/C=C(c2ccccc2)OC(C)(C)O1 | 1.0% |
| COc1cc(/C=C/C(=O)OC2CC3CCC2(C)C3(C)C)ccc1O (stereo unspecified) | -16.7%[57.5 µM] |
| CN(C)C(=S)Nc1ccc(Cl)cc1 | 0.5%[57.5 µM] |
| CCc1nnc(NS(=O)(=O)c2ccc(NC(=S)NC(=O)c3ccc(OC)cc3)cc2)s1 | 2.2% |

Carrying on:
| molecule | ERK EGF inh |
| --- | --- |
| Cc1cc(SCC(=O)Nc2cccnc2Cl)nc2ccccc12 | -6.5% |
| CC(=O)c1ccc(NC(=S)N2CC(C)CC(C)C2)cc1 (stereo unspecified) | 2.5% |
| O=C(CCOc1ccccc1)Nc1cccc(S(=O)(=O)Nc2ccccc2Cl)c1 | 3.3% |
| O=C(c1ccc([N+](=O)[O-])cc1)n1nc(-c2ccccc2)nc1NCc1ccc(F)cc1 | 7.5% |
| Cc1ccc(CNc2nc(-c3cccs3)nc3ccccc23)cc1 | 9.0% |
| CC(=O)O[C@@]1(C(C)=O)CCC2C3C=C(Cl)C4=CC(=O)CC[C@]4(C)C3CC[C@]21C (stereo partly specified) | 11.6% |
| CCOC(=O)c1sc2nc(C)c([N+](=O)[O-])c(COC)c2c1N | -8.5%[57.5 µM] |
| NC(=O)Cc1ccc(C(=O)c2ccc(Cl)cc2Cl)s1 | -1.7% |
| CCCCNC(=S)Nc1ccc2cn[nH]c2c1 | -5.6% |
| CSC(=Nc1ccccc1)Nc1ccccc1 | -1.8%[57.5 µM] |

Arranged by heavy-atom count (falling): some entries from above.
| molecule | ERK EGF inh |
| --- | --- |
| O=C(c1ccc([N+](=O)[O-])cc1)n1nc(-c2ccccc2)nc1NCc1ccc(F)cc1 | 7.5% |
| CC(=O)O[C@@]1(C(C)=O)CCC2C3C=C(Cl)C4=CC(=O)CC[C@]4(C)C3CC[C@]21C (stereo partly specified) | 11.6% |
| Cc1ccc(CNc2nc(-c3cccs3)nc3ccccc23)cc1 | 9.0% |
| Cc1cc(SCC(=O)Nc2cccnc2Cl)nc2ccccc12 | -6.5% |
| CC(=O)c1ccc(NC(=S)N2CC(C)CC(C)C2)cc1 (stereo unspecified) | 2.5% |
| CSC(=Nc1ccccc1)Nc1ccccc1 | -1.8%[57.5 µM] |

The list continues.
| molecule | ERK EGF inh |
| --- | --- |
| CCOC(=O)C1CC(C)=C(C)CC1C(=O)O (stereo unspecified) | 3.7%[57.5 µM] |
| COc1ccc(Br)cc1/C=N/Nc1ccc(Cl)c(C(=O)O)c1 | 3.8% |
| Cc1[nH]c2ccccc2c1C(=O)C(=O)NCc1cccs1 | 6.2% |
| COC(=O)Nc1ccc(S(=O)(=O)Nc2cccc3ccccc23)cc1 | 2.3% |
| COc1cccc(C(C(=O)NC2CCCCC2)N(C(=O)c2cccs2)c2ccc3c(c2)OCO3)c1 (stereo unspecified) | -1.0% |
| CC(=O)c1cn(CC(=O)Nc2cccc(C)c2C)c2ccccc12 | 15.9% |
| COc1ccccc1C1OC(=O)CC1C(=O)OC[C@@H]1CCCN2CCCCC12 (stereo partly specified) | -7.3% |
| O=C(CCN1C(=O)/C(=C/C=C/c2ccccc2)SC1=S)Nc1cccnc1 | 2.1% |
| CCOC(=O)c1c(C2CC2)csc1NC(=O)COC(=O)CCS(=O)(=O)c1ccc(C)cc1 | -5.3% |
| CCOC(=O)Cc1csc(NC(=O)c2cc(C)cc(C)c2)n1 | ? |
| COc1cccc(CC2(CO)CCCN(Cc3cn[nH]c3C3CCCCC3)C2)c1 (stereo unspecified) | -2.1% |
| COc1ccc(NC(=O)COC(=O)Cc2c(F)cccc2Cl)cc1 | -2.5% |
| NNC(=S)NCc1ccco1 | 5.9%[57.5 µM] |
| O=C(CN1N=C(c2ccc(Cl)cc2)CCC1=O)NCc1cccnc1 | -1.6% |
| CCNCCC(=O)N1c2ccccc2Sc2ccc(NC(=O)OCC)cc21 | 5.6% |
| Cc1noc(C)c1S(=O)(=O)N(C)Cc1ccccc1 | -0.5% |
| CN(CC(=O)NCCc1ccc(F)cc1)Cc1cccc(Cl)c1 | 5.2% |
| CCc1ccc(OCCCC(=O)Nc2ccc(S(N)(=O)=O)cc2)cc1 | -1.6% |
| COc1ccccc1NC(=O)C1=C(C)NC(=O)NC1c1ccc(C)s1 (stereo unspecified) | -2.3% |
| COc1ccc(C(=O)N(c2ccc(C)cc2)C2C=CS(=O)(=O)C2)cc1OC (stereo unspecified) | ? |
| Cn1nc(C(=O)OCC(=O)Nc2ccc3ccccc3c2)c2ccccc2c1=O | ? |
| CN(C)S(=O)(=O)Oc1cc(Cl)ccc1C(=O)Nc1ccc(F)cc1F | 5.6% |
| O=C(Cc1ccccc1)NCC1OCCc2ccccc21 (stereo unspecified) | -3.6% |
| Cc1ccc(NC(=O)CCC(=O)N/N=C/c2ccco2)c(C)c1 | -0.4% |
| COC(=O)[C@@H](NC(=O)O[C@@H]1C(=O)c2cc(OC)ccc2O[C@H]1c1cccc(OC)c1)C(C)C | -15.3% |
| O=C(COC(=O)/C=C/c1ccco1)NCc1ccc2c(c1)OCO2 | -2.1% |
| CC(=O)Nc1ccc(NC(=O)COc2c(C)cc(Br)cc2C)cc1 | 13.7% |
| Cc1cc(Oc2ccc(Cl)cc2)nc(SCC(=O)c2ccccc2)n1 | 5.5% |
| COc1cc(CNC(=O)c2cccc(COc3ccc(Cl)cc3)c2)cc(OC)c1 | 13.9% |
| CC1CCCN(S(=O)(=O)c2ccc(C(=O)Nc3ccccc3-c3nc4ccccc4[nH]3)cc2)C1 (stereo unspecified) | -12.2% |
| NC(=O)c1sc2nc3c(c(-c4cccs4)c2c1N)CCCC3 | -5.7% |
| COc1ccc(N2CCN(c3ccc(C(N)=O)cc3[N+](=O)[O-])CC2)cc1 | 1.3% |
| Cc1ccc(C(=O)Cn2cccn2)cc1 | -2.9% |
| O=C(c1cnn2c1NC(c1ccc(Br)cc1)CC2C(F)(F)F)N1CCN(C23CC4CC(CC(C4)C2)C3)CC1 (stereo unspecified) | 1.9% |
| COc1ccc2c(OC)cc(=O)n(C)c2c1 | 5.0% |
| Cc1cc(C)nc(/N=C(\N)Nc2ccc(S(=O)(=O)O)cc2)n1 | -9.3% |
| C/C(Cn1cnc([N+](=O)[O-])n1)=N\NC(=O)c1ccccc1O | -1.8% |
| CC(=O)Nc1nc(NC(=O)/C=C/c2ccccc2)n(-c2ccccc2)n1 | -1.3% |
| CN(c1ccc(C(=O)N2CCN(Cc3ccc4c(c3)OCO4)CC2)cc1)S(C)(=O)=O | 2.6% |
| CC1CC(C)(C)n2c(O)c(N=NC(N)=S)c3cccc1c32 (stereo unspecified) | 18.5%[57.5 µM] |
| Cc1ccc(S(=O)(=O)NCC(=O)OCC(=O)N(Cc2ccccc2)C(C)(C)C)cc1 | 4.6% |
| COc1ccc2c(c1OC)C(=O)OC2Nc1nc2ccccc2s1 (stereo unspecified) | 6.4%[57.5 µM] |
| CCCSc1nnc(CSc2nc(C)cc(C)n2)n1C | 0.3% |
| CC(C)[C@H](NC(=O)NCc1ccc(F)cc1)C(=O)O | ? |
| Cc1ccccc1/C=N/Nc1nc2ccccc2[nH]1 | -11.0% |
| COc1c2c(nc3ccccc13)O[C@H]([C@@](C)(O)CO)C2 | 9.0%[25.7 µM] |
| C=CCN1C=C2C(=O)C(C)(OC(=O)CCc3ccccc3)C(=O)C=C2C=C1c1ccc(C#N)cc1 (stereo unspecified) | ? |
| CN(C)S(=O)(=O)c1ccc(NC(=O)C2CCCN(C(=O)c3ccc(Cl)cc3)C2)cc1 (stereo unspecified) | 4.0% |
| CCc1cccc2c(C(=O)COC(=O)c3ccc(O)cc3)c[nH]c12 | 0.9% |
